Screening results (PubChem)
aSyn UTR inh: MLPCN primary screen, SNCA 5' untranslated region. inhibition, % (tested at 7.5 µM). hit rate 0.82% among 300,000. alpha-synuclein 5'UTR reporter, inhibitor activity; in the data active = inhibition above about 60%;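 also: H4 neuroglioblastoma cells stably carrying SNCA 5'UTR luciferase fusion; 0% = DMSO wells and 100% = positive control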
IEC-6 cytotox: counter-screen for KLF5 inhibitors: cytotoxicity in IEC-6 cells; inhibition, % at 5 µM; IEC-6 cytotoxicity, luminescence viability; AID 1825; hit rate 0.78% among 290,000; in the data active = inhibition above about 22%;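 also: 0% = plate median of test compound wells and 100% = cytotoxic reference compound wells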
Platelet DG rel: modulates dense granule release in human platelets. inhibition, %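 (compounds screened at 7.5 µM in platelet-rich plasma)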. AID 1663. hit rate 0.22% among 300,000. human platelet-rich plasma, SFLLRN dense granule ATP release, luminescence;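 active = mean replicate score, as percent of positive control, at or above 50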
SKKanGAS inh: blocks kanamycin growth of S. pyogenes SKKanGAS strain. BacTiter-Glo, 6 h. inhibition, % at 7.5 µM. hit rate 1.3% among 300,000. AID 1662;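 active = mean replicate score, as percent of positive control median, at least 50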;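 also: strain carries kanamycin resistance gene driven by streptokinase promoter and grows in 40 µg/ml kanamycin; loss of luminescence reflects streptokinase promoter inhibition or plain growth inhibition; 0% = median of DMSO wells and 100% = positive control at its reference dose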
HSP90 inh: blocks HSP90-mediated luciferase refolding in reticulocyte lysate; Rabbit reticulocyte lysate, luciferase refolding luminescence, 3 h; inhibition, % at 5.6 µM; AID 1789; hit rate 0.91% among 290,000;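 active = inhibition above the screen-wide mean plus 3 SD, computed separately per campaign, cut at about 16% in these data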;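 also: 0% = DMSO wells and 100% = 60 µM geldanamycin wells; inhibitors lower the luminescence because luciferase stays unfolded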
KLF5 inhibitor: suppresses KLF5 promoter-driven expression. DLD-1 KLF5 promoter-luciferase reporter, luminescence. inhibition, % at 5 µM. hit rate 0.23% among 290,000;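 active = inhibition above a per-plate limit of that plate's mean compound inhibition plus 3 SD, cut at about 60% in these data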;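 also: 0% = DMSO wells and 100% = LY294002 at 200 µM; higher means less KLF5 promoter-driven luciferase light; inactives centre near -14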
AI-2 QS modul: Vibrio harveyi AI-2 quorum sensing modulation; Vibrio harveyi JMH597 AI-2 luminescence/OD600 ratio, 9 h; active compounds read low; strain lacks LuxN and CqsS sensors; 0 = neutral-control median; activity change, % at 7.5 µM; hit rate 0.4% among 300,000; in the data active = activity change below about -75%, passing the limit was not always enough;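 also: luminescence divided by OD600 gain over 9 h not by final OD600 alone; inactives centre near 13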
HIF act: HIF pathway transcriptional activation; U2OS HRE-luciferase reporter, luminescence; normalized: DMSO 0%, desferrioxamine 100%; activation, % at 7.5 µM (by protocol); hit rate 0.32% among 300,000; AID 1910;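 active = mean activation of at least 10% of the iron chelator positive control signal, with at least half of replicates also reaching 10%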
HSF-1 act: increases HSF-1 driven luciferase reporter signal; NIH3T3-HGL HSF-1 luciferase reporter, MG132, 8 h; 100% = twice DMSO control signal; activation, % at 9 µM; hit rate 1.7% among 300,000; AID 504408;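 active = mean replicate activation of at least 50% with a set share of replicates each reaching 50%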;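 also: 0% = median of the neutral control wells and 100% = twice that signal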
HSF1 inh: HSF1 inhibition | activity change, negative = inhibition, % at 7.5 µM (by protocol) | AID 2098 | NIH3T3-HGL HSE-luciferase, MG132-induced, luminescence 8 h; active compounds read low | hit rate 0.77% among 300,000;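 active = more than half of replicate wells show activity change below -50%, luminescence cut by over half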;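 also: luciferase reports HSF-1 transcriptional activity via heat shock element; 0% = median of DMSO wells and -100% = zero luminescence signal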
Numbers without * were called inactive; . = not tested or not shown.

SMILES	aSyn UTR inh	IEC-6 cytotox	Platelet DG rel	SKKanGAS inh	HSP90 inh	KLF5 inhibitor	AI-2 QS modul	HIF act	HSF-1 act	HSF1 inh
COc1ccc(C(C(=O)Nc2ccc(F)cc2)N(C(=O)Cn2nnc3ccccc32)C2CC2)cc1 (stereo not given)	-2	-11	-2	1	-2	-40	5	0.0	-12	-1
CC1CC(OCC(O)C[N+]2(C)CCOCC2)CC(C)(C)C1 (stereo not given)	10	3	-4	-8	5	-14	16	0.0	1	-5
c1ccc(-c2cnc(-c3ccccc3)nc2)cc1	-66	-3	-19	-1	-5	-155	9	-0.7	35	2
CC1(c2ccccc2)NC(=O)N(CC(=O)Nc2ccc(S(=O)(=O)Nc3ncccn3)cc2)C1=O (stereo not given)	-7	.	4	-1	.	.	8	1.2	-17	1
CC(=O)NC(C)Cc1cn(Cc2ccccc2)c2ccccc12 (stereo not given)	28	8	24	-3	-3	0	12	-2.5	12	0
Cc1onc(-c2ccccc2Cl)c1C(=O)Nc1ccccc1	16	6	-12	0	3	8	22	0.3	-16	-7
NNC(=O)c1cn2ccccc2n1	-30	0	0	-5	-2	-20	22	2.0	13	1
CC(C)[C@H](NC(=O)c1ccccc1)C(=O)NCCc1ccccc1	-14	0	1	-2	-1	7	36	0.3	10	10
COc1ccc(-n2c(=O)c(NC(=O)c3ccccc3)c3n(c2=S)CCCCC3)cc1	23	5	1	-1	7	-12	19	-1.0	31	-2
C=C(C)COc1ccc(-c2nc(N)ncc2-c2ccccc2OC)c(O)c1	6	-5	-3	0	2	-2	19	-0.1	15	9
CCn1ccnc1CN(C)C(=O)c1cc(COc2ccc(-n3cncn3)cc2)on1	10	-7	5	-3	-1	-20	9	0.3	-11	-10
COc1ccc(C(CNC(=O)c2ccc(NS(=O)(=O)c3ccc(F)c(C)c3)cc2)N2CCOCC2)cc1 (stereo not given)	0	.	4	0	.	.	18	-0.6	10	3
Cc1nn(-c2nc3ccccc3s2)c(N)c1Sc1ccc(F)cc1	-212	5	7	-17	-1	-47	13	3.8	.	.
O=c1cc(CSc2nnnn2-c2ccccc2)nc2nc[nH]n12	-6	3	4	-1	1	17	16	0.5	-1	0
O=C(COc1ccc(Br)cc1)N1CCC(c2ccccc2)C1 (stereo not given)	-8	0	4	-3	-4	-13	20	0.6	-1	9
COc1ccccc1N1CCN(C(=O)CN2C(=O)c3cccc4cccc(c34)C2=O)CC1	-8	-1	-2	-2	0	-1	33	0.1	2	-1
O=C1NCCCC1C(=O)N/N=C/c1cccc([N+](=O)[O-])c1 (stereo not given)	-18	-1	-2	-1	-4	-19	-45	0.2	-8	-8
COc1ccccc1NS(=O)(=O)c1cc(NC(=S)NCC2CCCO2)ccc1C (stereo not given)	7	-2	-2	56*	2	10	12	0.1	7	5
Cc1nn(C)c(Oc2ccccc2)c1CCNC(=O)CC(C)C	1	-1	-6	-7	0	-12	31	-0.3	20	1
Cc1oc(-c2ccccc2F)nc1CS(=O)(=O)CC(=O)NC1CCCC(C)C1C (stereo not given)	9	-12	0	0	-4	2	25	0.2	22	13
Cc1cc(SCC(=O)OCC(=O)N(C)c2ccccc2)nc2ccccc12	6	.	-2	14	.	.	36	-0.6	-12	8
CCOC(=O)C1CCN(C(=O)c2cc(COc3ccc(OC)c4ccccc34)on2)CC1	-124	2	-3	5	-1	-50	19	3.7	48	29
COc1ccc(C(=O)NC(=S)Nc2ccc3oc(=O)ccc3c2)cc1OC	-5	3	6	13	1	-6	13	-0.6	0	-7
O=C(Nc1ccccc1C(=O)Nc1ccncc1)c1cccc([N+](=O)[O-])c1	0	1	8	0	3	-15	6	-0.8	0	-3
N=c1c(S(=O)(=O)c2ccc(Cl)cc2)cc2c(=O)n3ccccc3nc2n1C1CCCC1	55	-3	-10	3	3	-16	4	-0.2	-17	-6
CCOC(=O)c1c(N)sc2c1CCS(=O)(=O)C2	-13	-1	-1	-3	0	-22	13	-0.8	8	2
COc1ccc(-c2csc(Cc3nnc(N4CCOCC4)n3-c3ccccc3)n2)cc1	3	-1	3	-1	-1	-34	7	-0.1	21	4
O=C(N1CCOCC1)N1CCN(c2ccccc2F)CC1	-6	-4	2	-1	2	-20	13	-0.4	-20	-3
CCN(CC(=O)Nc1ccc(NC(C)=O)cc1)C(=O)c1cccc(S(=O)(=O)N2CCCC2)c1	-5	.	2	-3	.	.	20	-1.1	9	0
CCOC(=O)c1c(-c2ccc(C)o2)csc1NC(=O)CN1CCCCC1	21	7	-6	13	3	-15	20	-0.7	18	4
O=C(CN1C(=O)c2ccccc2S1(=O)=O)NCc1ccccn1	3	1	3	5	1	-26	15	-0.3	-20	-1
Cc1c(C(c2ccc(N(C)C)cc2)c2c(C)n(C)n(-c3ccccc3)c2=O)c(=O)n(-c2ccccc2)n1C	19	4	13	9	1	-6	6	-0.7	-16	-6
CCOC(=O)N1CCN(C(=O)CCc2ccc(S(=O)(=O)NCCc3ccccc3)cc2)CC1	-5	4	0	0	-2	-17	21	-0.3	3	5
O=C(c1cccs1)N1CCCC(c2nc3c(nnn3Cc3cccc(Cl)c3)c(=O)[nH]2)C1 (stereo not given)	22	-2	-9	7	3	8	23	0.4	-14	2
O=C1CCN(Cc2ccccc2)CCN1[C@H](CSc1ccccc1)Cc1ccccc1	11	2	-2	3	4	-18	12	1.2	-4	10
c1ccc(Cn2nnnc2C(c2ccccc2)N2CCN(c3nc4ccccc4s3)CC2)cc1 (stereo not given)	32	4	-1	22	0	-29	19	0.0	-12	4
CCc1ccc(-c2cn3nc(-c4ccccc4)cnc3n2)cc1	-12	2	13	-9	-1	-16	25	1.6	-3	1
O=C(Nc1ccc(COc2ccccc2)cc1)Oc1ccccc1N1CCOCC1	-24	-2	8	13	1	-47	9	0.6	-1	1
COc1cc(CN2CCN(C(=O)c3cccc4ccccc34)CC2)cc(OC)c1O	-17	2	-6	-5	-1	-14	4	-0.6	-7	-4
CC(C(=O)NCc1ccccc1Cl)n1cc([N+](=O)[O-])cn1 (stereo not given)	14	-2	-10	3	0	-27	.	0.5	-8	-3
COc1ccc(S(=O)(=O)Nc2ccc(S(=O)(=O)Nc3ccc(F)cc3)cc2)cc1C	-11	-1	-10	44	1	-6	0	0.6	13	12
CCSCCC(NC1=CC(=O)CC(C)(C)C1)C(=O)O (stereo not given)	-18	-2	0	4	1	-30	26	0.0	-2	-1
Cc1ccc(N(CC(=O)NCC2CCCO2)C(=O)CCC(=O)Nc2ccccn2)cc1 (stereo not given)	9	1	3	-10	-1	-15	27	0.1	35	6
CCNc1c([N+](=O)[O-])c(=O)n(CC)c2ccccc12	5	1	12	-1	2	25	17	-0.1	2	-10
Cc1nc2ccccc2n1CC(=O)OCC(=O)Nc1ccc2c(c1)OCCO2	-3	0	-2	4	0	-6	10	0.5	-6	-6
CCCC(CCC(=O)Nc1ccn(-c2ccccc2)n1)C(=O)O (stereo not given)	4	-1	-7	-15	4	-14	17	-6.2	-1	-1
CCOc1ccc(OCc2ccc(C(=O)NCc3cccnc3)o2)cc1	-12	0	70*	-10	11	-24	15	0.0	8	-8
Cc1cc(OCC(=O)NNC(=S)NCC2CCCO2)cc(C)c1Cl (stereo not given)	0	5	-3	9	2	-13	4	2.5	6	16
CSCCCNC(=O)c1ccc(OC2CCN(CCc3ccccc3)CC2)cc1	-44	4	-2	6	1	-30	46	1.1	5	4
COc1ccc(S(=O)(=O)N(C)CC(=O)Nc2ccc3c(c2)OCO3)cc1	-7	3	-6	0	0	-32	24	0.0	-3	-3
Additional compounds follow:
SMILES	aSyn UTR inh	IEC-6 cytotox	Platelet DG rel	SKKanGAS inh	HSP90 inh	KLF5 inhibitor	AI-2 QS modul	HIF act	HSF-1 act	HSF1 inh
CNC(=O)c1ccc(Oc2ccc(C(=O)NC)cc2)cc1	7	-2	-7	-12	0	0	-5	-0.2	-1	-4
CCOC(=O)Cc1csc(NC(=S)NC(=O)c2ccc([N+](=O)[O-])cc2)n1	-5	-2	-4	-2	1	-16	7	-0.2	10	6
COc1ccc(-c2nn(CCC#N)cc2C(=O)Nc2cccc(C(=O)O)c2)cc1[N+](=O)[O-]	6	-2	3	-2	0	-31	.	-1.9	-6	2
COc1cccc(C(=O)N[C@@H](CCSC)c2nc3ccccc3[nH]2)c1	14	-4	-3	16	2	13	-1	-0.6	-23	-7
CCN(CC)C(=O)CN1CCN(c2ncccn2)CC1	24	-2	-4	3	-2	-1	34	0.0	3	-2
CC(c1ccccc1)N1CC(C(=O)N2CCN(c3ccccc3)CC2)CC1=O (stereo not given)	7	0	5	-3	1	-2	11	-0.5	0	-3
CNC(=S)NCc1ccc(OC)cc1	10	-4	8	0	2	-15	12	-0.3	-6	1
Clc1ccc(CNCC2CCCO2)cc1 (stereo not given)	0	-2	-2	-4	3	-28	8	-0.6	9	-2
COc1ccccc1C(C)NCC(=O)NC(=O)NCc1ccco1 (stereo not given)	11	.	.	1	.	.	15	0.1	0	-2
Cc1cc(NC(=O)CCC(=O)N(CC(=O)NCC2CCCO2)c2ccc3c(c2)OCCO3)no1 (stereo not given)	4	0	-6	-13	-2	-26	27	-0.8	-15	-2
Cc1cc(N2CCCCC2)nc2c(C)cccc12	5	-5	6	23	0	-12	-10	-0.2	-5	2
Cc1cc(-c2ccc(C)c(S(=O)(=O)NCCCN(Cc3ccccc3)C(C)C)c2)on1	11	6	-3	-2	1	-11	-4	.	8	4
COc1ccc(-c2noc(N3CCC(C(=O)Nc4cc(OC)ccc4OC)CC3)n2)cc1	-16	7	-1	9	5	-11	29	-0.1	-2	-1
COc1ccccc1C(=O)NC(=O)COC(=O)Cc1ccccc1[N+](=O)[O-]	-1	.	-7	1	.	.	.	-0.3	5	6
O=[N+]([O-])c1ccc(S(=O)(=O)NNC(=S)NCCc2ccccc2)cc1	-8	-4	9	-6	-3	-28	7	0.5	-2	7
O=C(COc1ccc(Cl)cc1)N1CCCC1	-32	-8	-1	-3	-2	-12	7	0.4	-73	-71*
O=C1NCCCCC1NS(=O)(=O)c1ccc(F)c(F)c1 (stereo not given)	-5	8	13	0	1	16	6	-0.1	3	-1
O=C(Cc1cccs1)OCC(=O)c1ccco1	5	-4	-3	2	-1	-13	15	-0.5	-12	-11
O=C(N/N=C\c1cn(-c2ccccc2)nc1-c1ccccc1)c1ccc(Br)o1	-11	2	-2	37	0	-8	3	1.5	23	11
O=C1N/C(=C\c2nc3ccccc3s2)c2ccccc21	39	13	1	-3	21*	-80	20	0.9	12	-6
Cc1occc1C(=O)N(C)Cc1nc(-c2ccccc2)no1	-28	-6	-5	-2	-5	-50	13	1.6	8	3
CCOC(=O)/C=C1\SCC(=O)N1Cc1nnc(-c2ccccc2Br)o1	-12	0	15	8	0	-12	30	0.3	19	-4
CC(NCc1ccc(S(N)(=O)=O)cc1)C(=O)Nc1cccc(Cl)c1 (stereo not given)	15	-2	1	2	2	-8	9	-0.3	-14	-8
COCCN1CCN(C(=O)C2CCC(=O)N(Cc3ccccc3F)C2)CC1 (stereo not given)	4	-6	-9	7	-2	-6	30	-0.1	2	3

An unsorted share of the library; any-hit rate near 6%.
